Compound activity (PubChem)
Shn3 inh set2: inhibitors of Schnurri-3 3'UTR reporter in osteoblasts. actives 0.52% (n = 360,000). AID 588674. Clone20 osteoblast Shn3 3'UTR firefly luciferase, 24 h. inhibition, % at 12.5 µM;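 active means mean inhibition of at least 75% with every replicate also reaching 75%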;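 further: 0% = median of neutral control wells and 100% = pilot-screen positive control compound; some compounds past the cut are filed as inactive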
HIF-2a inh: HIF-2a inhibition; 786-0 RCC cells HIF-2a reporter, luciferase luminescence, overnight; actives 0.72% (n = 360,000); AID 624352; inhibition, % at 18.8 µM;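 active means inhibition of the luminescence signal of 40% or more relative to plate controls, in a single-dose primary screen at 18.75 µM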
m5-HT2A agonist: activates the mouse 5-HT2A serotonin receptor; activation, % at 7.6 µM; CHO-K1 mHTR2A beta-arrestin complementation, luminescence; percent of 30 µM serotonin response; P35363; actives 0.66% (n = 360,000);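 active means activation above a run cutoff, the mean activation of all tested compounds plus 3 SD, cut at about 14% in these data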;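 further: 0% = plate median of compound wells and 100% = 30 µM serotonin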
H9c2 protect: myocardial damage modulation in H9c2 cells | H9c2 cardiomyocytes, H2O2 injury protection, ATPLite, 2 h | protection from H2O2 cell death, % at 20 µM | actives 0.63% (n = 360,000);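 active means compounds giving at least 50% protection of heart cells from peroxide-induced death in the single-dose screen, raw or plate-pattern-corrected value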;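 further: 0% = DMSO wells with peroxide and 100% = DMSO wells without peroxide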
iPSC survival up: enhancers of human iPSC single-cell survival; hiPSC single-cell survival, ATPlite luminescence; 100% = ROCK inhibitor wells, 0% = DMSO; survival enhancement, % at 20 µM; actives 0.044% (n = 360,000); in the data active means survival enhancement above about 18%;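 further: cells exposed to compounds for 16 hours before the ATP read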
NR2E3 ag-1: activates human NR2E3 receptor | CHO-S Gal4-NCOR/VP16-NR2E3 two-hybrid, luciferase | AID 602229 | actives 0.35% (n = 360,000) | Q9Y5X4 | inhibition of corepressor binding, % at 3.98 µM;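 active means inhibition above the mean of all tested compounds plus 3 SD, cut at about 70% in these data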;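 further: 0% = DMSO with NR2E3 transfected cells and 100% = cells lacking NR2E3 construct; higher means lower luciferase signal from less NR2E3 corepressor binding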
Target sequence (Q9Y5X4 whole entry, looked up, the tested form may be a part): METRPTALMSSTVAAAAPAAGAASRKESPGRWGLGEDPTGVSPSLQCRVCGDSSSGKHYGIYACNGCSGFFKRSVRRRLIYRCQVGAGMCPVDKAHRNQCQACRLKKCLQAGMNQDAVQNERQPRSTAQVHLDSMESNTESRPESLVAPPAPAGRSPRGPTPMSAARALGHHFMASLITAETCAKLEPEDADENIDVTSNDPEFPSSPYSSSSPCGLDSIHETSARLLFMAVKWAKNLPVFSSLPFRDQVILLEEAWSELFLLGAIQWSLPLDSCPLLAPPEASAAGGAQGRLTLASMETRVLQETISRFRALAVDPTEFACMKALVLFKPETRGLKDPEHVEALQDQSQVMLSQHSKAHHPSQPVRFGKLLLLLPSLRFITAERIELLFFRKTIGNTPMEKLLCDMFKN
MITF TRPM1 inh: reduces MITF-dependent TRPM1 promoter luciferase signal; SK-MEL-5 TRPM1 promoter luciferase, 24 h; inhibition, % at 12.5 µM; AID 488899; actives 0.83% (n = 330,000);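 active means mean inhibition across replicates of 60% or more, whatever share of single replicates reaches that level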; further: values of inactives mirror those of a sister screen read the other way
PDI turbidity: inhibitors of human protein disulfide isomerase | inhibition, % at 10 µM | actives 0.052% (n = 350,000) | PDI insulin aggregation turbidity, A650, 90 min;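 active means mean inhibition across replicates of 30% or more, whatever share of single replicates reach that level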;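 further: absorbance from insulin aggregation driven by PDI reduction with DTT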
Target sequence (P07237 whole entry, looked up): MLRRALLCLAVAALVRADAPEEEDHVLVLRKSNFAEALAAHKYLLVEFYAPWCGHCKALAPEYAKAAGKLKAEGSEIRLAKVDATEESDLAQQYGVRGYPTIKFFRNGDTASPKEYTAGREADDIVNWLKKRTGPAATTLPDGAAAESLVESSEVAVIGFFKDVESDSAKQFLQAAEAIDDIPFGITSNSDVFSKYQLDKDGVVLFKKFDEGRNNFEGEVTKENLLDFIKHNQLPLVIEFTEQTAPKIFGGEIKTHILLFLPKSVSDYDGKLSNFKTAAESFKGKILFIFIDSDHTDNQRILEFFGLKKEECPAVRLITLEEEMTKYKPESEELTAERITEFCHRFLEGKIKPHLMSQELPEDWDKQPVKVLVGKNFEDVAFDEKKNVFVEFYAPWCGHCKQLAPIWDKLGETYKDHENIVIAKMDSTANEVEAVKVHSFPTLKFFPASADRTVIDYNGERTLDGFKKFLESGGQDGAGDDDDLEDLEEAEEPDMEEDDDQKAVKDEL
NR2E3 ag-2: agonists of human nuclear receptor NR2E3; Q9Y5X4; GST-NR2E3/biotin-RetCOR TR-FRET, 1536-well; inhibition of corepressor binding, % at 4.78 µM; actives 0.12% (n = 320,000); AID 2300;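 active means percent inhibition above the cutoff of mean plus 3 SD of all tested compounds, set per screening campaign, cut at about 20% in these data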;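 further: 0% = DMSO wells and 100% = biotin wells as full block of FRET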
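Test system: GST-NR2E3 and biotin-RetCOR proteins | Quantity: 1.35 nM GST-tagged NR2E3 final | Medium: Tris pH 7.5 | Also added: 7 nM biotin-RetCOR | Dosing: Compound at 4.8 µM, single dose | Timing: 5 h at 4 °C | Detection: Time-resolved FRET | Read-out basis: Percent inhibition | Benchmarks: Biotin wells as high control, 0.6% DMSO wells as low control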
Peg3 prom inh: inhibitors of Peg3 promoter | HeLa PEG-Prom luciferase reporter, luminescence, overnight | actives 1.7% (n = 360,000) | inhibition, % at 20 µM;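 active means inhibition of at least 50% at 20 µM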
CaV13 ICDI inh: Primary screen for inhibitors of IQ motif and Ca2+-dependent inactivation inhibitor domain binding in CACNA1D, Förster resonance energy transfer in living cells, …; HEK cells, CFP/YFP FRET ICDI-IQ, plate reader, 10 min; percent FRET-ratio fall versus neutral wells; inhibition, % at 12.3 µM; actives 0.098% (n = 340,000); AID 743397;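 active means mean replicate inhibition of at least 30% and at least 1% of replicates passing that level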;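 further: 0% = median of the neutral control wells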
* marks the source's active call; other numbers are inactive results; · = not tested or not shown.

SMILES	Shn3 inh set2	HIF-2a inh	m5-HT2A agonist	H9c2 protect	iPSC survival up	NR2E3 ag-1	MITF TRPM1 inh	PDI turbidity	NR2E3 ag-2	Peg3 prom inh	CaV13 ICDI inh
Cc1cc(C)nc(N2CCCC(C(=O)NCCC3=CCCCC3)C2)n1 (centres undefined)	0.6	3.6	0.0	1.1	4.1	-3.9	0.0	3.9	-3.6	-5.6	-9.3
CC(=O)c1cccc(NC(=S)Nc2ccc(F)cc2)c1	13.9	-26.1	-4.8	-1.3	1.5	-23.9	-4.8	-4.4	0.1	-17.1	-6.6
N#CC1=C(N)Oc2cc(O)ccc2C1c1ccncc1 (centres undefined)	3.2	24.1	0.6	0.9	3.8	-9.3	4.8	22.1	-1.1	8.8	·
CCOC(=O)c1nc(NCc2cccc(OC)c2)c2ccccc2n1	7.7	20.8	-0.3	-1.2	0.4	-6.0	-1.0	2.5	-1.2	14.7	-4.6
Cn1c(SCC(=O)N2CCN(C(=O)c3ccco3)CC2)nnc1-c1ccc(NS(C)(=O)=O)cc1	-7.9	12.1	1.7	10.9	3.3	0.7	-5.4	-9.3	-1.9	1.7	-1.8
Cc1ccc([C@H]2C[C@H](O)[C@@H](n3cc(-c4ccc(F)cc4)nn3)CN2CC2CCCCC2)cc1	6.7	-1.7	-1.6	6.4	-0.4	-20.2	·	-15.2	·	11.8	-3.9
Clc1ccc(/C=C/c2ncc3ccccn23)cc1	-79.8	-75.2	-3.1	-0.1	-0.3	-152.1	-33.4	-8.8	-0.7	-88.0	-2.4
O=c1[nH]c2cc(F)ccc2c2ccc(F)cc12	1.5	-4.6	5.8	61.5*	6.0	-4.1	-4.2	-17.4	·	7.8	-6.6
COc1ccc(C(=O)OCC(=O)N2CCc3ccccc3C2)cc1OC	2.1	-9.1	0.2	-1.7	3.9	-20.4	-6.1	-1.5	·	-2.1	-5.2
CC1CC(C)CN(CCCNC(=O)Cc2c(C(=O)O)[nH]c3ccccc23)C1 (centres undefined)	-9.1	11.9	-1.6	-3.4	0.8	-13.2	3.2	-5.7	-1.3	9.2	-5.4
CC1CCc2nc(NC(=O)c3cc(C(C)(C)C)nn3C)sc2C1 (centres undefined)	62.5	-148.0	-3.7	-13.1	-0.7	-5.7	-11.5	0.5	-1.6	-46.2	5.7
CC1(C(=O)NS(=O)(=O)c2ccc(F)cc2F)CCN1C(=O)CC(c1ccccc1)c1ccccc1 (centres undefined)	-15.7	12.0	-2.8	-0.4	1.4	-13.6	·	0.2	·	1.7	-6.1
CC(C)(C)c1ccc(C(=O)NCCCNC(=O)c2cccnc2)cc1	-55.0	-46.4	8.6	-1.9	-0.3	-3.9	-13.9	6.2	2.1	-55.3	-2.4
CCOc1ccccc1N1CCN(Cc2ccc(Br)s2)CC1	9.2	12.2	47.7*	-7.9	-1.0	-21.6	3.9	10.7	-0.8	4.4	-6.0
CC(N)c1csc(NC(=O)c2cc(C(C)(C)C)nn2Cc2ccccc2)n1 (centres undefined)	19.3	3.1	-0.3	19.7	-2.9	-14.8	·	4.1	·	34.2	-14.2
COc1ccc(OC)c(C2C(C(C)=O)=C(C)Nc3ncnn32)c1 (centres undefined)	-6.0	17.2	-1.9	1.4	-0.6	3.3	3.0	1.2	1.5	14.7	-20.6
Cc1cc(CC(C)C)n(-c2nc3ccccc3c(=O)n2OCc2ccccc2)n1	-10.7	-47.1	7.6	3.1	4.5	22.7	11.1	-1.7	-1.5	-22.9	-4.3
COc1ccc(C)cc1S(=O)(=O)N1CCC(C(=O)N2CCOCC2)CC1	-3.6	14.1	-0.1	1.5	-2.2	-7.4	-2.1	-9.6	0.3	-2.4	-2.6
CCc1ccc(NC(=O)NCc2ccccn2)cc1	-28.8	-103.5	0.9	-4.1	-0.6	-59.0	-16.2	1.3	-0.7	-65.5	-6.3
Cc1ccc(S(=O)(=O)NCCC(=O)N2CCN(S(=O)(=O)c3cccc(F)c3)CC2)cc1C	4.9	14.7	-1.9	-3.7	0.4	6.8	-0.1	3.3	-0.5	7.1	-15.8
O=C(O)CCC(=O)N1N=C(c2ccco2)CC1c1ccco1 (centres undefined)	8.2	15.6	3.0	-0.4	0.4	10.7	-3.6	5.8	-2.3	-35.0	-2.0
CC(C)(C)n1nnnc1C(c1cccc(C(F)(F)F)c1)N1CCOCC1 (centres undefined)	7.2	-2.2	-1.0	3.4	1.9	-1.7	-2.9	1.3	2.5	7.2	-8.2
CN(Cc1ccccc1)S(=O)(=O)c1ccc(N2CCOCC2)nc1	18.3	2.1	-1.6	-2.5	-0.6	0.7	4.7	13.2	-0.4	5.6	-2.0
CCc1c(O)nc(SCC(=O)Nc2ccccc2C)[nH]c1=O	-29.0	10.0	6.8	4.6	-3.3	2.4	5.1	-0.4	-1.1	0.4	-8.7
O=C(CN1CCN(S(=O)(=O)c2ccc(F)cc2)CC1)NCC1(N2CCOCC2)CCCCC1	-21.2	12.2	-3.6	7.1	0.0	-32.3	12.1	4.1	4.6	5.2	-3.8
O=C(COC(=O)c1cccc(F)c1)NC1CC1	-7.6	9.8	4.7	1.4	-0.1	6.5	2.2	-0.7	4.0	20.2	8.8
CNc1cccc(-c2ccc(N3CCN(C)CC3)nc2)n1	-96.1	-210.1	-5.1	2.2	-0.9	-77.6	·	6.4	·	-332.2	-6.0
COc1cc(S(=O)(=O)N2CCOCC2)ccc1NC(=O)CSc1nnc(N)s1	14.1	4.9	-6.9	10.7	3.7	-19.5	3.3	2.0	-1.4	16.0	-4.9
O=C(CCCCCCN1C(=O)c2ccccc2C1=O)NC1CCCCC1	18.2	-14.6	-2.6	-11.7	0.9	-9.5	8.6	0.9	-0.2	4.5	-4.3
CCOc1ccc(CN2C(=O)c3ccccc3C2=O)cc1C(=O)O	-26.0	10.4	7.1	10.9	0.9	-24.1	-2.2	-4.3	2.4	7.8	-5.2
CCCCNC(=O)NS(=O)(=O)c1ccc(NS(=O)(=O)c2ccccc2)cc1	12.1	1.4	0.9	-2.4	5.5	-22.3	21.3	-4.3	0.0	1.9	-5.8
C[C@@H]1CCCCO[C@H](CN(C)Cc2ccc(C(F)(F)F)cc2)[C@H](C)CN([C@@H](C)CO)C(=O)c2cc(NC(=O)Cc3ccccc3)ccc2O1	14.7	-29.9	-2.9	-7.1	-0.5	10.4	·	7.2	·	50.5*	-1.8
Cc1ccc(CCNS(=O)(=O)c2cnc[nH]2)cc1	-5.5	6.6	2.5	9.7	-0.2	9.0	-4.9	9.0	-2.0	-7.3	-4.6
CCN(CC)CCCC(C)NC(=O)c1cc(=O)c2ccccc2o1 (centres undefined)	-8.7	17.1	-2.3	11.0	-0.3	1.2	5.7	-0.2	1.8	13.2	-20.7
O=C(C[C@H]1C/C=C/CC[C@@H](Cc2ccc(F)cc2)C(=O)O[C@@H](c2ccccc2)CNC1=O)NCCO	-13.9	2.4	0.4	38.7	-0.5	-6.1	-4.5	6.1	·	11.7	-10.4
CCN(C(=O)C1CSC2(C)CCC(=O)N12)c1nc2c(C)cccc2s1 (centres undefined)	9.7	2.1	2.6	1.2	-0.2	7.2	-5.4	-1.1	-1.9	-15.8	-6.6
CCNC(=O)COC(=O)c1cc(S(=O)(=O)N2CCCc3ccccc32)ccc1Cl	-8.6	10.5	4.4	0.4	-0.2	8.4	-4.0	14.1	5.1	-1.8	-16.5
CCC(C)n1cnc2c(=O)oc3ccccc3c21 (centres undefined)	17.5	1.6	3.9	3.4	1.3	12.1	15.7	3.1	3.0	1.8	-7.6
COc1ccc(C(=O)Nc2ccc3ccccc3n2)c(OC)c1OC	-11.7	-37.7	8.4	-18.8	-0.7	-53.8	7.1	16.4	6.6	-33.2	-11.8
O=C(CSc1nc(O)c(C2CCCCC2)c(=O)[nH]1)Nc1ccc(F)cc1	-16.7	0.2	0.6	-0.5	-0.8	7.3	-4.1	-15.3	2.2	12.7	-3.2
Cc1cccnc1NC(=O)c1ccc2c(c1)NC(=O)C(C)S2 (centres undefined)	-18.5	-42.1	0.5	2.0	-0.3	-11.7	-21.4	-3.5	3.9	-38.1	-5.2
O=C(O)COc1ccccc1Cc1ccccc1	-4.3	8.7	-3.9	-9.4	0.3	-14.0	0.7	-4.3	-6.3	6.2	-5.6
CN(C)S(=O)(=O)c1cccc(NC(=O)CN2C(=O)C3C4C=CC(C4)C3C2=O)c1 (centres undefined)	4.3	11.0	4.2	3.0	-0.7	-14.1	5.3	-9.0	3.2	-2.6	-18.3
CCOC(=O)NC(=O)CSc1ccc2ccccc2n1	-7.8	-1.3	4.0	11.3	0.7	2.8	6.2	-15.3	-0.5	8.1	-4.0
COc1ccc(CCNC(=O)C2CCCN(C(=O)c3ccc(Cl)cc3)C2)cc1 (centres undefined)	-6.1	-8.5	-9.1	-3.0	0.5	-7.8	2.9	-5.7	-2.2	15.5	-4.0
N#Cc1cn(CC(=O)O)c2ccccc12	-3.4	10.6	0.0	-3.5	3.9	4.6	5.0	4.0	6.3	27.1	-2.3
O=C(CCCc1ccccc1)Nc1nccs1	-15.1	-103.6	-0.9	2.5	-0.3	-47.1	-8.7	4.6	2.2	-32.4	-4.5
Cc1nc(-c2cccc(NC(=O)Cc3ccccc3)c2)cs1	-4.7	-106.9	-4.0	-2.8	3.7	-5.5	-15.1	-4.3	0.4	-73.5	-2.4
COc1ccc(C(CNC(=O)c2cccc(S(=O)(=O)Nc3ccc(F)cc3)c2)N2CCOCC2)cc1 (centres undefined)	-15.8	22.5	-6.4	11.4	-1.7	-18.8	-14.2	6.0	·	4.2	-2.2
COc1ccc(NC(=O)CCCCn2c(=O)[nH]c3ccccc3c2=O)cc1	2.8	10.6	-2.7	-2.2	1.6	-2.8	-5.6	-1.0	0.2	5.1	-4.8
CCOC(=O)CCC(NC(=O)CCCCCCCC(=O)NC(CCC(=O)OCC)C(=O)OCC)C(=O)OCC (centres undefined)	-5.6	6.0	1.1	2.1	0.2	-9.5	10.9	1.9	-0.8	11.7	-2.6

Entries of single compounds as entered above. Order of screens: Shn3 inh set2	HIF-2a inh	m5-HT2A agonist	H9c2 protect	iPSC survival up	NR2E3 ag-1	MITF TRPM1 inh	PDI turbidity	NR2E3 ag-2	Peg3 prom inh	CaV13 ICDI inh
Listed for COc1ccc(NC(=O)CCCCn2c(=O)[nH]c3ccccc3c2=O)cc1 → 2.8	10.6	-2.7	-2.2	1.6	-2.8	-5.6	-1.0	0.2	5.1	-4.8
Listed for CCOC(=O)NC(=O)CSc1ccc2ccccc2n1 → -7.8	-1.3	4.0	11.3	0.7	2.8	6.2	-15.3	-0.5	8.1	-4.0
Listed for Cc1nc(-c2cccc(NC(=O)Cc3ccccc3)c2)cs1 → -4.7	-106.9	-4.0	-2.8	3.7	-5.5	-15.1	-4.3	0.4	-73.5	-2.4

This is a random part of the collection (roughly 3.9% active in at least one column).
